High-throughput results as filed in PubChem BioAssay.
D2 potentiator – HTS Assay for Positive Allosteric Modulators of the Human D2 Dopamine Receptor: Primary Screen for Potentiators. HEK293 T-REx D2, calcium flux, EC20 dopamine potentiation. D(2) dopamine receptor (Homo sapiens), P14416. 340,000 tested, 0.34% active. potentiation, % at 10 µM;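 active = potentiation over 3 SD above the plate norm, cut at about 30% in these data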; also: 0% is about no effect
Target sequence (P14416 whole entry, looked up): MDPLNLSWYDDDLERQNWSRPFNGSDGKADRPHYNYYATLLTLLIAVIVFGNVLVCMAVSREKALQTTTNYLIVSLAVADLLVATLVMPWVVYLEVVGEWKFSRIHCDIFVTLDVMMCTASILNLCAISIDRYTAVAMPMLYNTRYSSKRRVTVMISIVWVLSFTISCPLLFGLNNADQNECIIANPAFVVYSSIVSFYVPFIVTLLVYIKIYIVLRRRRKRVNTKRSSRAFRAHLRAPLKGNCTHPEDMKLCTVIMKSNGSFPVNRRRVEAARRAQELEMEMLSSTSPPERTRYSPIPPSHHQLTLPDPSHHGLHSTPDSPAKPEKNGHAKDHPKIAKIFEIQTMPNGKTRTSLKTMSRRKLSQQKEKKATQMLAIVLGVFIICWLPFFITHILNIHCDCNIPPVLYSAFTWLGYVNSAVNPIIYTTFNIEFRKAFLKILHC
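Calcium flux readout, no-wash dye, 1 read/s. Inducible HEK293 Trex D2 line, overnight 30 C. Compound alone 180 s (agonist flags), then EC20 dopamine, another 180 s to score potentiation.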
D1 antag – Antagonist of Human D 1 Dopamine Receptor: qHTS. activity change, negative = inhibition, % at 10 µM. D(1A) dopamine receptor (Homo sapiens), P21728. HEK293 TREx D1 cells, calcium flux, dopamine EC80; hits give low values. 360,000 tested, 3.2% active; in the data active = activity change below about -30%; also: % is scaled to controls: 0 for no effect and ±100 for the full control effect
Target sequence (P21728 whole entry, looked up): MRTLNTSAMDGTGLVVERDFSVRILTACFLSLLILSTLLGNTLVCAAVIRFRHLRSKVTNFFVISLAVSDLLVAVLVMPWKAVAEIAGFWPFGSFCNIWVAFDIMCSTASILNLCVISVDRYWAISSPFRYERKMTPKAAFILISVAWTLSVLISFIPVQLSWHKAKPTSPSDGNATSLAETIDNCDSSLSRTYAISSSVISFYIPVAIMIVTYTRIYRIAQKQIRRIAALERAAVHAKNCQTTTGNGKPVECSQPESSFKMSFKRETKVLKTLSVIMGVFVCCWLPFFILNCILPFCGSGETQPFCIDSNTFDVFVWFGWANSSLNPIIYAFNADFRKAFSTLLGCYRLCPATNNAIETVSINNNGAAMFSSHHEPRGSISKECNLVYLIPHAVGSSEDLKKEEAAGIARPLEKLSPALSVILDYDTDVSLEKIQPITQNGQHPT
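After overnight tetracycline induction at 30 C, force-coupled D1 HEK293 cells took up a no-wash calcium dye at room temperature. Compounds were added and monitored 180 s, and the response to EC80 dopamine was then recorded.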
GRP78 ERSR act – qHTS for Inducers of the Endoplasmic Reticulum Stress Response (ERSR) in Human Glioma: qHTS; U87-MG GRP78 promoter luciferase reporter, 16 h; Potency, µM, inactives show top-dose activation, usual class: activators; 420,000 tested, 0.02% active; AID 602332, 2012; also: potency is read from the fitted curve at half-maximal effect; series mostly up to about 76 µM; % of control where 0% means no effect; nearly all actives have a fitted effect of over 35% in size
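Stably transfected U87-MG glioma cells carrying a GRP78-based luciferase sensor; 16 h compound incubation. Luminescence end-point read 10 min after Bright-Glo addition at room temperature.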
D1 agonist – Allosteric Agonists of the Human D1 Dopamine Receptor: qHTS; D(1A) dopamine receptor (Homo sapiens), P21728; HEK293 T-REx D1 cells, calcium flux, agonist mode; activation, % at 2 µM; 360,000 tested, 1% active; in the data active = activation above about 30%; also: 0% is about no effect
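Agonism was scored from calcium flux recorded over 180 s (1 read/s) after pintool compound addition, following a 10-cycle baseline. Cells were inducible force-coupled HEK293 TREx D1, plated overnight at 30 C and loaded with no-wash calcium dye.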
RXFP1 antag – qHTS Assay for Antagonists of the Relaxin Receptor RXFP1; 350,000 tested, 0.59% active; HEK293-RXFP1, relaxin-stimulated cAMP HTRF, 30 min; hits give low values; Relaxin receptor 1 (Homo sapiens), Q9HBX9; activity change, negative = inhibition, % at 57.5 µM;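 active = activity change of -60% or lower, but not beyond a set lower limit; inconclusive = change between -60% and -40%, or beyond the set limit; inactive = change above -40%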; also: % is scaled to controls: 0 for no effect and ±100 for the full control effect
D1 PAM – Potentiators of Human D1 Dopamine Receptor: qHTS; D(1A) dopamine receptor (Homo sapiens), P21728; HEK293 TREx D1 cells, calcium flux, dopamine EC20 potentiation; potentiation, % at 10 µM; 360,000 tested, 0.036% active; in the data active = potentiation above about 30%; also: 0% is about no effect
Vif-A3F inh – qHTS for Inhibitors of Vif-A3F Interactions: qHTS; AID 602313, 2012; HeLa A3F-eYFP + Vif (tagged APOBEC3F with the HIV-1 protein that degrades it), YFP fluorescence increase; 390,000 tested, 0.2% active; Potency, µM (doses to about 46.1 µM), for inactives: top-dose activity, negative = active; also: potency is read from the fitted curve at half-maximal effect; % of control where 0% means no effect; nearly all actives have a fitted effect of over 65% in size
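HeLa cells stably expressing Vif plus C-terminally eYFP-tagged A3F were seeded, incubated overnight at 37 deg C, dosed with compound, incubated overnight again at 37 deg C. Yellow fluorescence (Ex 488/Em 500-530) reported blocked Vif-mediated A3F-eYFP degradation.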
Vif-APOBEC3G blk – qHTS for Inhibitors of Vif-A3G Interactions: qHTS | HeLa A3G-eYFP + Vif (tagged APOBEC3G with the HIV-1 protein that degrades it), YFP fluorescence, overnight | Potency, µM (series often up to 46.1 µM), without a hit: at the top dose activity, negative = active, most hits filed as inhibitors | 410,000 tested, 0.076% active | AID 602310, 2012;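 also: potency is read from the fitted curve at half-maximal effect; % is scaled to controls: 0 for no effect and ±100 for the full control effect; nearly all actives have a fitted effect of over 60% in size; hits raise eYFP signal because A3G escapes Vif-driven loss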
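Read-out is eYFP fluorescence (Ex 488/Em 500-530) from Vif-expressing HeLa A3G-eYFP cells; more signal means A3G escaped Vif-mediated degradation. Cells plated overnight, compound pinned in, incubated overnight at 37 deg C.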
RXFP1 ag – qHTS Assay for Agonists of the Relaxin Receptor RXFP1 | Relaxin receptor 1 (Homo sapiens), Q9HBX9 | HEK293T-RXFP1 cAMP TR-FRET, 30 min; response scale: percent of porcine relaxin response, buffer zero | Potency, µM (series often up to 57.5 µM), inactives show at the top dose activation, hits mostly activators | 370,000 tested, 0.3% active; also: potency is read from the fitted curve at half-maximal effect; % is scaled to controls: 0 for no effect and ±100 for the full control effect; nearly all actives have a fitted effect of over 60% in size; many of its hits are not listed in these tables
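Agonist response is measured as cAMP accumulation in an RXFP1-transfected HEK293T line under PDE4 inhibition. Values are scaled between buffer-only and 29 nM porcine relaxin, and EC50s come from standard Hill equation fits.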
Active calls of the source: *; ? = inconclusive; nt = no result given; & = joins results of further samples. Unless noted, calls follow the shape of the dose curve; as a rule, active = well fitted curve in the direction sought with a large enough effect; inconclusive = small, poorly fitted or top-dose-only effect, or another doubt; inactive = no such curve, though single readings can be large; an effect the other way counts as inactive or inconclusive. These rows are one share of the data (hit frequency here may not be typical).

SMILES | D2 potentiator | D1 antag | GRP78 ERSR act | D1 agonist | RXFP1 antag | D1 PAM | Vif-A3F inh | Vif-APOBEC3G blk | RXFP1 ag
O=C(Nc1cccc(/C=C/c2ccccn2)c1)c1ccc(-n2cncn2)cc1 | nt | nt | -3% | nt | -22 | nt | -1% | 2% | nt
CC(C)(C)NC(=O)NC(=O)COC(=O)c1nc(-c2ccccc2)n(-c2cccc(C(F)(F)F)c2)n1 | 15 | 4 | 2% | 1 | -3 | 0 | -1% | 1% | 0.2%
COc1ccc(OC)c(C2C(C(=O)c3cccs3)=C(O)C(=O)N2c2cc(C)on2)c1 (stereo not drawn) | 8 | 2 | 2% | 2 | 2 | 1 | -3% | 0% | 8.3%
CCOc1cc(/C=C/c2cc(C(=O)O)c3ccccc3n2)ccc1OC | 2 | -8 | -4% | 2 | -3 | -2 | -1% | 0% | 14%
CC(C)Oc1cccc(C(=O)C2CCCN(S(C)(=O)=O)C2)c1 (stereo not drawn) | 3 | 12 | -1% | 1 | -17 | -4 | 2% | 2% | 0.2%
COc1ccc(Cn2c(=O)[nH]c3cc(C(=O)N4CCN(c5ccccc5OC)CC4)ccc3c2=O)cc1 | -12 | -20 | -1% | -1 | -18 | -4 | -9% | 0% | -0.5%
Cc1cccc(C(=O)NNC(=O)CCCCC(=O)NNC(=O)c2cccc(C)c2)c1 | -2 | 13 | -4% | 2 | -12 | -1 | 15% | 1% | -3.0%
CCOc1ccc(OCC)c(NC(=O)C2CCCN(S(=O)(=O)c3ccc(C)cc3)C2)c1 (stereo not drawn) | -6 | -12&2 | -2%&-4% | 2&1 | ? | -1&0 | 1%&0% | -1%&6% | -1.6%&0.2%
Cc1ccc(S(=O)(=O)c2cnc(SCC(=O)Nc3ccccc3C(F)(F)F)[nH]c2=O)cc1C | 3 | 12 | -5% | 0 | nt | 1 | 0% | -3% | 4.6%
O=C(CC1SC2=NCCN2C1=O)Nc1ccc(Br)cc1 (stereo not drawn) | -7 | -3 | -4% | 1 | 6 | -4 | -1% | 1% | 0.5%
CSc1ccc(S(=O)(=O)NCC(=O)OCC(=O)N(C)C2CCCCC2)cc1[N+](=O)[O-] | -5 | 3 | -4% | 5 | -9 | -2 | -1% | 3% | 1.3%
COC(=O)CNC(=O)CSc1nc2sc(-c3ccccc3)cc2c(=O)n1-c1ccccc1 | nt | nt | 2% | nt | -1 | nt | 2% | 0% | nt
Cc1ccc2nc(-c3ccc(NS(=O)(=O)c4c(C)n(C)c(=O)n(C)c4=O)cc3)sc2c1 | 8 | -16 | -1% | 4 | 7 | 6 | -3% | -18% | -2.9%
Cc1ccc(CCNc2ccccc2)c[n+]1[O-] | 2 | 3 | 2% | 2 | -12 | -3 | -2% | 1% | 0.4%
COc1ccc(C(=O)NCc2ccc(C(=O)O)o2)cc1 | nt | -6 | -2% | 5 | -8 | -4 | 12% | 1% | 2.1%
CCOc1nc(Nc2ccc(OC)cc2)nc(N2CCOCC2)n1 | -2 | -10 | 5% | 3 | 2 | -2 | 2% | 6% | 4.3%
Cc1cccc2sc(N3CCN(C(=O)c4cccs4)CC3)nc12 | 4 | -9 | 1% | 4 | -10 | -8 | -11% | -3% | 0.8%
Cc1cccc(NC(=O)Nc2nnc(N(C)Cc3ccccc3)s2)c1 | 4 | 14 | -3% | 12 | -8 | 0 | -9% | 5% | -0.8%
C#CCN(CC=C)C(=O)c1cccc(OC2CCN(S(C)(=O)=O)CC2)c1 | 14 | 1 | 4% | 3 | 9 | -2 | -3% | 1% | 3.8%
COc1ccccc1NC(=O)CSc1nnc(-c2ccco2)n1N | -10 | 11 | -2% | 0 | 10 | -1 | -8% | 0% | 1.1%
Cc1ccc2[nH]c3c(=O)n(CCCN4CCOCC4)cnc3c2c1 | -1 | 0 | -1% | 0 | -3 | -4 | -2% | -4% | 0.2%
O=C(c1ccc2nc[nH]c2c1)N1CCN(c2cccc(Cl)c2)CC1 | 3 | 3 | 0% | 2 | 2 | -10 | 6% | -13% | -2.8%
COc1ccccc1N1C(=O)C(=O)N(C)C1=O | nt | nt | 1% | nt | -11 | nt | 0% | 1% | nt
O=C(Nc1ccccc1)c1cccc2c(Br)cccc12 | -1 | -3 | -3% | 8 | -7 | -2 | 1% | 0% | 0.6%
COc1ccc(C2C(C(=O)N3CCN(c4ccccc4F)CC3)c3ccccc3C(=O)N2C)cc1 (stereo not drawn) | 13 | -83* | -2% | 0 | 0 | -4 | -2% | -16% | -2.1%
(next part)
SMILES | D2 potentiator | D1 antag | GRP78 ERSR act | D1 agonist | RXFP1 antag | D1 PAM | Vif-A3F inh | Vif-APOBEC3G blk | RXFP1 ag
Cn1c(SCc2ccc(Br)cc2)nnc1-c1ccccn1 | 5 | 7 | 4% | 4 | -26 | -1 | -2% | 3% | 7.9%
CCOC(=O)c1c(C)[nH]c(C)c1S(=O)(=O)N(C)CC(=O)N1CCN(c2ccc(OC)cc2)CC1 | 6 | -3 | -1% | 1 | 1 | 5 | 9% | 1% | 3.7%
COC(=O)COc1c(Cl)cc(C(c2c(C)[nH][nH]c2=O)c2c(C)[nH][nH]c2=O)cc1OC | 13 | -3 | -11% | 2 | 32 | 0 | 26% | -1% | 0.2%
CC1=NN(Cc2ccccc2)C(=O)C1C(c1ccccc1)C(C#N)C#N (stereo not drawn) | -7 | -1 | -2% | 0 | 16 | -3 | 0% | -7% | 23%
COc1ccc(CCNC(=O)c2ccc3c(c2)N(Cc2ccc(F)cc2)CCS3)c(OC)c1 | -4 | 9 | -6% | -1 | 26 | 2 | 5% | 3% | 20%
CCOC(=O)C1(CC2CCCCO2)CCN(C(=O)Nc2cccc(SC)c2)CC1 (stereo not drawn) | -5 | 7 | 3% | 1 | 3 | 0 | 3% | 0% | -3.1%
COc1ccc(C(=O)Oc2coc(CSc3nnc(NC(=O)c4cccs4)s3)cc2=O)cc1 | 0 | -6 | -1% | -2 | -11 | -2 | 0% | 0% | 0.7%
O=S(=O)(c1ccc2c(c1)OCCO2)N1CCC(c2nc3ccccc3s2)CC1 | 10 | 3 | -1% | 15 | 9 | 0 | -5% | 0% | 1.2%
Cc1cc(C(=O)CSc2nnc(-c3cccnc3)n2-c2ccccc2)c(C)n1CC1CCCO1 (stereo not drawn) | 4 | -7 | -4% | 1 | -10 | 5 | -2% | 0% | 0.2%
COc1cc(NC(=O)COc2cc(C)cc3oc(=O)c(C)c(C)c23)cc(OC)c1OC | -25 | 14 | -2% | 1 | 21 | -4 | -4% | 3% | ?
CC1S/C(=N/N=C2CCCCC2)NC1=O (stereo not drawn) | 3 | 7 | 1% | 4 | 3 | 2 | 2% | -1% | 1.2%
C/C(Cl)=C/Cc1c(C)[nH]c2c(ccc3ccccc32)c1=O | -5 | -14 | 1% | -1 | 14 | -5 | -33% | -3% | -0.6%
Cc1ccc(-n2ncc3c(NCCCN4CCOCC4)ncnc32)cc1 | 2 | -4 | -1% | -5 | -12 | -3 | -4% | -1% | 4.1%
CCOCCCNC(=O)C(c1ccc(Cl)cc1)N(Cc1cccs1)C(=O)c1ccc(NC(C)=O)cc1 (stereo not drawn) | 1 | 8 | 2% | 8 | -19 | -1 | 1% | -3% | 1.0%
CCOC(=O)CNc1ccc(C(=O)OCC)cc1[N+](=O)[O-] | -10 | -2 | 2% | 7 | 5 | -11 | -15% | -1% | -0.5%
O=C(CCNC(=O)Cn1ccc2ccccc2c1=O)NCCC1=CCCCC1 | -2 | 19 | -3% | 1 | 5 | -5 | 9% | 0% | 0.5%
CCN1CC(CNC(=O)c2ccc3nc(Cc4cccc(Cl)c4)oc3c2)CC1=O (stereo not drawn) | -3 | -3 | -3% | 1 | 9 | -12 | 2% | 0% | -2.7%

A portion from the list above, as a working copy:
SMILES | D2 potentiator | D1 antag | GRP78 ERSR act | D1 agonist | RXFP1 antag | D1 PAM | Vif-A3F inh | Vif-APOBEC3G blk | RXFP1 ag
COc1ccc(CCNC(=O)c2ccc3c(c2)N(Cc2ccc(F)cc2)CCS3)c(OC)c1 | -4 | 9 | -6% | -1 | 26 | 2 | 5% | 3% | 20%
CCOC(=O)C1(CC2CCCCO2)CCN(C(=O)Nc2cccc(SC)c2)CC1 (stereo not drawn) | -5 | 7 | 3% | 1 | 3 | 0 | 3% | 0% | -3.1%
COc1ccc(C(=O)Oc2coc(CSc3nnc(NC(=O)c4cccs4)s3)cc2=O)cc1 | 0 | -6 | -1% | -2 | -11 | -2 | 0% | 0% | 0.7%
O=S(=O)(c1ccc2c(c1)OCCO2)N1CCC(c2nc3ccccc3s2)CC1 | 10 | 3 | -1% | 15 | 9 | 0 | -5% | 0% | 1.2%
Cc1cc(C(=O)CSc2nnc(-c3cccnc3)n2-c2ccccc2)c(C)n1CC1CCCO1 (stereo not drawn) | 4 | -7 | -4% | 1 | -10 | 5 | -2% | 0% | 0.2%
COc1cc(NC(=O)COc2cc(C)cc3oc(=O)c(C)c(C)c23)cc(OC)c1OC | -25 | 14 | -2% | 1 | 21 | -4 | -4% | 3% | ?
CC1S/C(=N/N=C2CCCCC2)NC1=O (stereo not drawn) | 3 | 7 | 1% | 4 | 3 | 2 | 2% | -1% | 1.2%
C/C(Cl)=C/Cc1c(C)[nH]c2c(ccc3ccccc32)c1=O | -5 | -14 | 1% | -1 | 14 | -5 | -33% | -3% | -0.6%
Cc1ccc(-n2ncc3c(NCCCN4CCOCC4)ncnc32)cc1 | 2 | -4 | -1% | -5 | -12 | -3 | -4% | -1% | 4.1%
